RSV antiviral HEp-2: RSV antiviral activity via CPE protection, HEp-2 cells, primary 10 µM value included (AID 2391); 310,000 tested, 0.13% active; HEp-2 cells, RSV-induced CPE inhibition; higher % means a stronger effect; one-dose CPE inhibition, % at 10 µM; IC50 in µM for titrated hits; in the data active = a potency from the dose series; also: strong numbers were not always called active
Large T inhibition: SV40 large T antigen inhibitors, biochemical (AID 1903). SV40 large T antigen ATPase/helicase inhibition assay; higher % means a stronger effect. one-dose inhibition, % at 20 µM; IC50 in µM for titrated hits. 310,000 tested, 0.39% active; in the data active = a potency from the dose series; also: strong numbers were not always called active
HIV peptide binding: inhibitors of HIV fusion peptide binding, primary screen, biochemical, uHTS, fluorescence dequenching (AID 1986); cell-free peptide binding, fluorescence dequenching, 30 min; higher % means a stronger effect; inhibition, % at 20 µM; hits with a dose series show IC50 in µM; 290,000 tested, 0.3% active; in the data active = inhibition mostly above about 52%, no sharp cut-off; inactive = mostly below about 76%; also: some results filed as inactive read as strong as hits
MgcRacGAP inhibition: MgcRacGAP GTPase-activating activity inhibitors, confirmation, biochemical, ADP Hunter fluorescence | inhibition, % at 30 µM, or IC50 in µM where a hit was titrated | AID 624330, 2012 | 340,000 tested, 0.6% active | MgcRacGAP-stimulated Rac1 GTP hydrolysis, ADP Hunter fluorescence; higher % means a stronger effect; GST-tagged Rac1 F28L mutant substrate;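 active = first-screen hits whose inhibition reached a set limit at any dose in the follow-up dose series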;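 also: fluorescence reports GDP produced by GAP-driven GTP hydrolysis; strong numbers were not always called active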
GPR35 antagonists: GPR35 antagonists blocking zaprinast-driven arrestin recruitment, primary screen, imaging, U2OS, beta-arrestin-GFP, zaprinast agonist (AID 2058); G-protein coupled receptor 35 (Homo sapiens); U2OS GPR35 beta-arrestin-GFP translocation imaging, zaprinast antagonism; higher % means a stronger effect; inhibition, % at 10 µM, or IC50 in µM where a hit was titrated; 290,000 tested, 0.052% active;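 active = inhibition of at least 50% with at least 30 cells and total cytoplasm GFP at most 10,000,000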
Salmonella PhoP GFP: inhibitors of PhoP regulon expression, primary screen, Salmonella Typhimurium, GFP reporter (AID 1863) | S. Typhimurium PhoP-regulated promoter GFP reporter, 4 h; higher % means a stronger effect | inhibition, % at 50 µM; hits with a dose series show IC50 in µM | 300,000 tested, 0.16% active;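 active = inhibition over 29.93%, a cutoff 3 SD above the screen mean, later confirmed by dose response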;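 also: 0% = low Mg2+ inducing control and 100% = high Mg2+ repressing control; strong numbers were not always called active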
NS5 inhibitors: Dengue-2 NS5 methyltransferase inhibitors, primary screen, biochemical, confirmation dose response (AID 588689); Genome polyprotein (Dengue virus type 2 (strain 16681-PDK53)); Dengue-2 NS5 methyltransferase capping enzyme assay, biochemical; higher % means a stronger effect; 340,000 tested, 0.3% active; inhibition, % at 25 µM; hits with a dose series show IC50 in µM; in the data active = a potency from the dose series
UTI89 phage lysis: inhibition of K1F phage lysis, E. coli UTI89, bacterial capsule biogenesis inhibitors, alamar blue (AID 488966) | inhibition, % at 100 µM; hits with a dose series show IC50 in µM | 340,000 tested, 0.02% active | E. coli UTI89 K1F phage lysis, alamar blue, 2 h; higher % means a stronger effect;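 active = phage lysis inhibition, versus mean bacterial control, above a set limit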;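 also: capsule biogenesis inhibitors block K1F phage lysis so surviving cells raise fluorescence; higher fluorescence means more inhibition of phage lysis; actives were called in the ten point dose series up to 300 µM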
GPR55 antagonists: GPR55 antagonists blocking LPI-driven arrestin recruitment, primary screen, imaging, U2OS, beta-arrestin-GFP, LPI agonist (AID 2013); G-protein coupled receptor 55 (Homo sapiens); U2OS GPR55 beta-arrestin-GFP translocation imaging, LPI antagonism; higher % means a stronger effect; one-dose inhibition, % at 10 µM; IC50 in µM for titrated hits; 290,000 tested, 0.13% active;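 active = spots per cell inhibited over 60%, with over 100 cells counted and total cytoplasm intensity under 500,000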;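 also: U2OS cells stably carrying GPR55 and arrestin-GFP stimulated by 5 µM LPI near EC80; imaged beta-arrestin-GFP aggregate spots per cell after agonist stimulation; plate controls were LPI-stimulated DMSO wells for no effect and DMSO wells without LPI for full effect; some results filed as inactive read as strong as hits; confirmed hits need IC50 under 10 µM and bright autofluorescent wells are also inconclusive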
NS5 inhibitors pilot replicate: second read-out of NS5 inhibitors, no call of its own (marks repeat the call); inhibition, %; measured here: pilot screen replicate inhibition
* marks the source's active call; other numbers are inactive results; . = no result given; [ ] = dose if it differs, or a comment.

SMILES	RSV antiviral HEp-2	Large T inhibition	HIV peptide binding	MgcRacGAP inhibition	GPR35 antagonists	Salmonella PhoP GFP	NS5 inhibitors	UTI89 phage lysis	GPR55 antagonists	others
CCCn1c(SCC(=O)N2N=C3/C(=C/c4ccc(OC)cc4)CCCC3C2c2ccc(OC)cc2)n[nH]c1=O (configuration not stated)	14%	9%	1.8%	6%	-10%	0%	0%	0.9%	28%
CC1CCCN(S(=O)(=O)c2ccc(C(=O)Nc3nnc(C4=COCCO4)o3)cc2)C1 (configuration not stated)	-2.1%	9%	0.9%	10%	-4%	10%	-8%	-0.1%	-6%
O=[N+]([O-])c1ccc(Sc2n[nH]c(-c3ccco3)n2)nc1	-0.7%	27%	-2.5%	8%	11%	1%	-1%	0.3%	4%
Cc1ccc(Cn2c([N+](=O)[O-])cnc2C)cc1	2.3%	8%	2.5%	7%	6%	3%	1%	-0.1%	2%
Cc1cc(C)nc(Nc2nc(-c3ccccc3)cs2)n1	7.6%	8%	1.3%	14%	1%	-3%	2%	0.1%	12%
Cc1cc(NC(=O)c2cc(-c3ccco3)on2)nn1Cc1ccc(Cl)cc1	0.2%	0%	17%	2%	-3%	-6%	-1%	0.7%	-16%
CC(=O)c1cc(-c2ccccc2)n(CC(=O)N2CCCC2)c1C	0.6%	6%	0.8%	1%	8%	1%	-10%	0.1%	12%
Cc1nccn1-c1cc(C(C)(C)C)nc2c(-c3ccccc3)cnn12	0.6%	9%	-2.0%	13%	.	9%	-5%	0.4%	-1%
Cc1ccccc1S(=O)(=O)Cc1ccc(C(=O)NC(C)c2ccccc2)o1 (configuration not stated)	-0.3%	-11%	0.3%	-15%	0%	-3%	-3%	-0.1%	-1%
Cc1cc(C)n(C(=O)CN(C)S(=O)(=O)c2ccc([N+](=O)[O-])cc2)n1	1.1%	1%	-1.2%	.	1%	-4%	-3%	0.0%	-1%

The final 4 entries of the part before come first, to join the parts:
SMILES	RSV antiviral HEp-2	Large T inhibition	HIV peptide binding	MgcRacGAP inhibition	GPR35 antagonists	Salmonella PhoP GFP	NS5 inhibitors	UTI89 phage lysis	GPR55 antagonists	others
CC(=O)c1cc(-c2ccccc2)n(CC(=O)N2CCCC2)c1C	0.6%	6%	0.8%	1%	8%	1%	-10%	0.1%	12%
Cc1nccn1-c1cc(C(C)(C)C)nc2c(-c3ccccc3)cnn12	0.6%	9%	-2.0%	13%	.	9%	-5%	0.4%	-1%
Cc1ccccc1S(=O)(=O)Cc1ccc(C(=O)NC(C)c2ccccc2)o1 (configuration not stated)	-0.3%	-11%	0.3%	-15%	0%	-3%	-3%	-0.1%	-1%
Cc1cc(C)n(C(=O)CN(C)S(=O)(=O)c2ccc([N+](=O)[O-])cc2)n1	1.1%	1%	-1.2%	.	1%	-4%	-3%	0.0%	-1%
CCCOc1ccc(C(=O)NNC(=S)NC(C)=O)cc1	-2.7%	12%	5.4%	4%	5%	-4%	1%	0.1%	12%
Cc1nc2ccc(S(=O)(=O)Nc3ccc(-c4nc5cccnc5s4)cc3)cc2s1	10%	11%	0.2%	2%	-19%	23%	-1%	-0.2%	11%
CCn1c(SCC(=O)N2CCC(C)CC2)nc2c(c1=O)SC(C)C2 (configuration not stated)	-0.3%	-2%	0.5%	9%	3%	4%	-6%	0.9%[50 µM]	2%
COc1cccc(CSc2nnc(-c3ccncc3)n2C)c1	2.5%	28%	-1.0%	13%	12%	-7%	.	3.6%	13%
Cc1ccc(NC(=O)N2CCC(C(=O)NCC(C)C)CC2)cc1	-0.8%	0%	0.7%	-2%	7%	-15%	1%	0.1%	15%
COc1ccc(/C=C/C(=O)c2cc(Br)ccc2OC(=O)c2ccco2)cc1OC	13%	-2%	7.8%	7%	0%	-6%	.	5.2%	-1%
O=c1[nH]c(CSc2nnc(-c3ccccc3)n2-c2ccccc2)nc2ccccc12	1.6%	3%	-0.8%	-7%	3%	-1%	.	0.9%	-11%
COc1cccc(NC(=O)N2CCCCCC2)c1	0.6%	2%	1.2%	7%	-3%	4%	3%	1.5%[50 µM]	9%
COc1ccc(CNc2ncnc3c2[nH]c2ccccc23)cc1	1.0%	5%	-2.9%	.	1%	0%	.	.	1%
CNc1c(NS(=O)(=O)c2ccc(OC)c(Cl)c2)c(=O)oc2ccccc12	0.7%	5%	1.7%	-6%	23%	-7%	-5%	-0.1%	16%
CCOC(=O)CCCNC(=O)c1cncc(Br)c1	0.8%	12%	1.8%	4%	24%	-1%	-5%	-0.1%	19%
CCCCN(CC)Cc1ccc(CNC(=S)Nc2cccc(F)c2)o1	1.4%	21%	2.1%	0%	4%	-11%	-6%	0.1%	8%
COc1cccc(C(=O)NC2CC3CCC(C2)N3Cc2ccccc2)c1 (configuration not stated)	-0.5%	0%	0.7%	9%	3%	-4%	.	3.2%	-10%
Cc1[nH]c(C)c(S(=O)(=O)N2CCN(c3ccccc3F)CC2)c1C(=O)N1CCCCC1	0.9%	6%	0.0%	8%	10%	-2%	-4%	0.4%	4%
O=C(NCC(=O)N(c1cnc2ccccc2c1)C(C(=O)NC1CCCC1)c1ccncc1)c1ccco1 (configuration not stated)	0.4%	7%	2.0%	2%	-5%	-6%	-1%	-2.0%	2%
Cc1nn(Cc2c(F)c(F)c(F)c(F)c2F)c(C)c1NC(=O)c1ccnn1C	1.5%	15%	-1.1%	2%	8%	1%	-5%	0.1%	10%
CCOc1ccc(-c2c[n+]3c(n2-c2ccccc2)CCCCC3)cc1	1.0%	1%	-1.0%	15%	14%	-6%	-3%	0.0%	-2%
CCn1c(SCC(=O)Nc2nc(C)cs2)nnc1-c1ccco1	2.8%	3%	1.2%	3%	-3%	-4%	-8%	-0.1%	-6%
O=C(NCCCNC(=O)c1cnccn1)c1ccc(Cl)c(Cl)c1	0.9%	2%	-0.7%	5%	22%	3%	-7%	-0.1%	-2%
CCCC(C(=O)Nc1ccc(S(=O)(=O)Nc2ncccn2)cc1)c1ccccc1 (configuration not stated)	2.9%	16%	8.3%	7%	-1%	-5%	-12%	-0.1%	2%
CC(C)(C)c1ccc(OCc2ccc(C(=O)N/N=C/c3ccc([N+](=O)[O-])cc3)o2)cc1	68%	17%	-1.3%	11%	14%	6%	-1%	2.9%	1%
CCC(C)(C)NC(=O)CN(Cc1ccco1)C(=O)CCC(=O)Nc1nccs1	0.4%	9%	-1.7%	4%	12%	-2%	-5%	0.1%	0%
Cc1nc(=O)c(-c2ccccc2)c(C)n1CCCCCC(=O)O	1.0%	-3%	-2.3%	8%	-4%	11%	-2%	-0.1%	-1%
COc1cc(/C=N/Nc2ccc(F)cc2F)cc(OC)c1OC	8.6%	7%	-0.1%	10%	-14%	13%	-5%	2.9%	-5%
CCOc1ccc(C(=O)N(CN2CCCC2=O)c2cccc(Cl)c2)cc1	0.5%	27%	-1.5%	5%	-2%	-1%	-5%	0.6%	2%
Cn1c(=O)c2c(SCC(=O)N3CCOCC3)nc(C3CC3)nc2n(C)c1=O	1.7%	10%	2.4%	1%	18%	-7%	1%	-0.3%	4%
CC(=O)n1nc(-c2ccco2)nc1N	4.6%	10%	0.0%	15%	16%	-5%	-10%	1.7%	-5%
COc1cccc(CNC(=O)CSc2nnc3c(n2)[nH]c2ccccc23)c1	2.2%	6%	-1.6%	7%	-2%	2%	4%	0.1%	30%
O=C(Cc1csc(N2CCOCC2)n1)N/N=C/c1ccc(Cl)cc1Cl	2.4%	7%	-1.1%	5%	0%	-3%	-6%	-0.1%	-1%
CN1CCN(C(=O)c2cc(Cl)ccc2Cl)CC1	0.9%	11%	-2.5%	12%	0%	1%	-7%	0.1%	4%
CCOc1ccc(NC(=O)c2cc(C3CC3)nc3c2cnn3C(C)C)cc1OC	1.4%	.	.	1%	.	.	-15%	-0.1%	.
CC1CN(C(=O)c2ccccc2)OC(c2ccc3c(c2)OCO3)O1 (configuration not stated)	-1.2%	4%	1.3%	5%	-1%	-2%	3%	0.8%	-16%
Cc1ccc(N=N/C(=C\O)C(=O)c2ccc(Cl)cc2)cc1	-3.1%	2%	17%	5%	1%	3%	-1%	-2.0%	4%
O=C(N/N=C/c1cc(Cl)cc([N+](=O)[O-])c1O)c1cc(-c2ccccn2)nc2ccccc12	-0.8%	2%	60%	6%	3%	-3%	9%	0.1%	1%
Cc1ccc(NC(=O)CCCn2c(=O)oc3ccccc32)c(O)c1	2.6%	11%	1.0%	8%	0%	-4%	-3%	0.2%	12%
CC(NC(=O)c1ccccc1F)c1nnc(SCC(=O)N2CCN(c3ccccc3)CC2)n1C (configuration not stated)	2.1%	5%	-0.6%	9%	3%	-3%	-5%	0.1%	13%
CC1CCCC(NC(=O)CSC2CCCCC2)C1C (configuration not stated)	0.8%	6%	1.7%	-2%	-1%	-7%	-6%	2.7%	4%
Cc1ccc(C2(c3noc(CN(C)CCCN4CCOCC4)n3)CCCC2)cc1	-0.8%	7%	-0.8%	.	8%	5%	.	.	7%
O=C(O)c1ccc(-c2cccc([N+](=O)[O-])c2)o1	4.1%	15%	-3.5%	11%	1%	-5%	3%	0.1%	1%
COc1ccc(CP(=O)(c2ccccc2)c2ccccc2)cc1	1.2%	8%	0.4%	9%	1%	12%	-1%	0.2%	-16%	NS5 inhibitors pilot replicate=2.7
COc1ccc(CC(=O)Nc2nncs2)cc1OC	0.0%	1%	-2.2%	1%	22%	-3%	-1%	5.2%	3%
O=C(OCC(=O)N1CCN(c2ccccc2)CC1)c1ccc(Cl)nc1	-1.0%	10%	.	8%	.	3%	-3%	0.2%[50 µM]	.
O=S(=O)(Cc1ccc(Cl)cc1)c1ccccc1-c1nnc(-c2ccccc2)o1	1.0%	-3%	2.4%	-11%	-3%	-3%	-3%	-0.2%	-6%

Arranged by molar mass (low to high): some entries from above
SMILES	RSV antiviral HEp-2	Large T inhibition	HIV peptide binding	MgcRacGAP inhibition	GPR35 antagonists	Salmonella PhoP GFP	NS5 inhibitors	UTI89 phage lysis	GPR55 antagonists	others
CC1CCCC(NC(=O)CSC2CCCCC2)C1C (configuration not stated)	0.8%	6%	1.7%	-2%	-1%	-7%	-6%	2.7%	4%
COc1ccc(CP(=O)(c2ccccc2)c2ccccc2)cc1	1.2%	8%	0.4%	9%	1%	12%	-1%	0.2%	-16%	NS5 inhibitors pilot replicate=2.7
O=C(OCC(=O)N1CCN(c2ccccc2)CC1)c1ccc(Cl)nc1	-1.0%	10%	.	8%	.	3%	-3%	0.2%[50 µM]	.
O=S(=O)(Cc1ccc(Cl)cc1)c1ccccc1-c1nnc(-c2ccccc2)o1	1.0%	-3%	2.4%	-11%	-3%	-3%	-3%	-0.2%	-6%
O=C(N/N=C/c1cc(Cl)cc([N+](=O)[O-])c1O)c1cc(-c2ccccn2)nc2ccccc12	-0.8%	2%	60%	6%	3%	-3%	9%	0.1%	1%
